High-throughput results: PubChem, several laboratories
Rpn11 block: Rpn11 (human) deubiquitinase inhibition | O00487 | human 26S proteasome, Ub4-pepOG fluorescence polarization; 20S core pre-blocked with epoxomicin | calls only at 20 µM | 360,000 compounds, 0.59% hits;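 active means inhibition at 20 µM, scaled to each plate's controls, above about 33%, limit read from the data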
Target sequence (O00487 whole entry, looked up): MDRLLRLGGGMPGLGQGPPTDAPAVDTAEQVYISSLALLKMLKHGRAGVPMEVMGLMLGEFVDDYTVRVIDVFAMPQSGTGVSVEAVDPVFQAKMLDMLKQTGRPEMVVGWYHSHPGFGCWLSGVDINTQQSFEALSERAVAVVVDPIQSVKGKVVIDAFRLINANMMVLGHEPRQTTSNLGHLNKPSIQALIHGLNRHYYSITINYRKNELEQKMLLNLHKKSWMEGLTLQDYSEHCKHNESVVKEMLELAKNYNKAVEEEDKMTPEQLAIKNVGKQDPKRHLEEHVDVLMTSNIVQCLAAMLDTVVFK
Tb MetRS inh: Trypanosoma brucei MetRS inhibition | 360,000 compounds, 0.4% hits | AID 624268 | purified T. brucei MetRS, ATP depletion, Kinase-Glo luminescence | inhibition, % at 11.9 µM;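 active means inhibition above a per-plate cutoff of the control wells' mean inhibition plus 3 SD, cut at about 5.5% in these data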;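 further: 0% = DMSO wells median and 100% = median of wells with control inhibitor compound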
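Material: T. brucei methionyl-tRNA synthetase, purified; reagent: substrates ATP, L-methionine and bulk Escherichia coli tRNA; dosing: 11.9 µM single point; timing: 15 min plus 2 h at 25 °C; detection: luminescence of leftover ATP; evaluation: % inhibition; control set: DMSO-only wells as low control; replicates: singlicate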
LMPTP inh: blocks human LMPTP phosphatase | recombinant LMPTP-A, OMFP fluorogenic substrate, fluorescence intensity | inhibition, % at 20 µM | 360,000 compounds, 0.22% hits;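 active means compounds that cut the enzyme signal by at least half of the control window in the single-dose screen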;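 further: plate controls were DMSO wells with enzyme plus substrate for no effect and substrate without enzyme for full effect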
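Test system: LMPTP-A phosphatase enzyme. Amount: LMPTP-A at 0.625 nM final in the reaction. Reagent: OMFP substrate, 400 µM final. Times: 50 min at room temperature. Signal: endpoint fluorescence intensity from OMFP dephosphorylation. Read-out basis: % inhibition. Benchmarks: no-enzyme and uninhibited controls.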
PABP1 MLLE inh: inhibitors of microRNA-mediated deadenylation, human PABP1 MLLE binding. P11940. GST-MLLE / FITC-PAM2 fluorescence polarization. inhibition, % at 20 µM. 360,000 compounds, 0.36% hits; in the data active means inhibition above about 35%, passing the limit was not always enough;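 further: plate controls were DMSO wells with GST-MLLE for no effect and wells lacking GST-MLLE protein for full effect; some results filed as inactive read as strong as hits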
DNMT1 inh: inhibitors of human DNMT1; P26358; DNMT1 molecular beacon, Hinp1I cleavage, fluorescence; inhibition (reported as % activation of signal), % at 10 µM; 360,000 compounds, 0.83% hits; in the data active means inhibition above about 50%
SUMO1-SIM PPI: SUMO1-SIM interaction modulation | SUMO1 binding to a labelled peptide, TR-FRET, 1 h | inhibition, % at 20 µM | 360,000 compounds, 0.33% hits; in the data active means inhibition above about 37%
Target sequence (P63165 whole entry, looked up): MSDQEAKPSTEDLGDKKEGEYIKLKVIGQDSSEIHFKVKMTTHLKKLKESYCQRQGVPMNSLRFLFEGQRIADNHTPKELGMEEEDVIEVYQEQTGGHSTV
CSN deneddyl inh: inhibitors of human CSN-mediated cullin deneddylation; Purified CSN, SCF-Nedd8-OG deneddylation, fluorescence polarization; inhibition, % at 12.5 µM; 360,000 compounds, 0.38% hits; Q92905;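 active means pattern-corrected inhibition above about 35%, with an unprinted fluorescence ratio check between 0.5 and 1.5, limit read from the data, passing the limit was not always enough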;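 further: 0% = enzyme with substrate and 100% = substrate without enzyme; some results filed as inactive read as strong as hits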
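Schedule: reaction 90 min, room temperature / Assay system: HEK293T-derived human Csn5 enzyme / Input: Csn5 at 0.24 nM final / Measure: inhibition of Csn5 cleavage, % / Control set: substrate-only high control, full reaction low control / Technique: fluorescence polarization of the substrate / Buffer or medium: Tris/NaCl/DTT buffer, pH 7.5 / Reagent: SCFSkp2-Nedd8OG substrate at 10 nM final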
STEP block: inhibitors of human striatal-enriched phosphatase STEP; P54829; recombinant STEP, OMFP fluorogenic substrate, fluorescence; 360,000 compounds, 0.25% hits; inhibition, % at 20 µM;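 active means inhibition at 20 µM, scaled per plate between control wells, above about 37%, limit read from the data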;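 further: 0% = DMSO with enzyme and substrate and 100% = substrate only without enzyme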
Target sequence (P54829 whole entry, looked up): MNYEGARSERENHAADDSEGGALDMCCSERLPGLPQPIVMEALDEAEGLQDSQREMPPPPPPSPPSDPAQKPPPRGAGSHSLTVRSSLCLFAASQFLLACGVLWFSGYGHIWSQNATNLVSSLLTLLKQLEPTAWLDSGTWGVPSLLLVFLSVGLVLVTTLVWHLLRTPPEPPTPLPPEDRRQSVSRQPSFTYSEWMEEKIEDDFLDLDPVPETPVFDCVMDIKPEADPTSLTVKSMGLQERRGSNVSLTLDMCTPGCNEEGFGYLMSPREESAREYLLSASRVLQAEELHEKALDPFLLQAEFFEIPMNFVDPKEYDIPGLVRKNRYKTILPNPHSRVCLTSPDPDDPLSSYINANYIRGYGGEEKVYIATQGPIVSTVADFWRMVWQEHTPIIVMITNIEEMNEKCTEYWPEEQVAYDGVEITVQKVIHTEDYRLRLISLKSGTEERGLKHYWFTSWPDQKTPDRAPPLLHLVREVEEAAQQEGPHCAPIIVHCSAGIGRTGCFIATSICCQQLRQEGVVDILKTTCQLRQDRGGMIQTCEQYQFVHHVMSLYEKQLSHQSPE
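medium = Bis-Tris buffer pH 6.0, 2.5 mM DTT, 0.005% Tween 20 | test system = STEP (striatal-enriched tyrosine phosphatase) enzyme, cell-free | measure = normalized % inhibition | compound dosing = 20 µM, 1% DMSO | also added = 25 µM OMFP | schedule = reaction 20 min, ambient temperature | measured by = fluorescence read at 480 nm ex / 540 nm em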
NadD block: NadD (S. aureus) enzyme inhibition; purified NadD enzyme, colorimetric absorbance read-out; inhibition, % at 20 µM; 360,000 compounds, 0.78% hits; AID 602399; in the data active means inhibition above about 26%; further: some compounds past the cut are filed as inactive
Scp1 inh: Scp-1 (human) phosphatase inhibition | 340,000 compounds, 0.88% hits | Recombinant Scp1, phosphopeptide, malachite green phosphate absorbance | AID 493091 | inhibition, % at 20 µM;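 active means inhibition above about 50% at 20 µM, limit read from the data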;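 further: plate controls were DMSO wells with enzyme for no effect and wells lacking enzyme for full effect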
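Incubation: 45 min enzyme reaction at room temperature / System: truncated SCP-1 phosphatase (76-261aa) / Reagent: Phospho 17-mer peptide substrate / Buffer or medium: Acidic Tris acetate buffer with magnesium and detergent / Signal: absorbance at 630 nm / Doses: one concentration, 20 µM, with 1.0% DMSO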
An asterisk follows results filed as active; i = inactive; · = no result given.

SMILES | Rpn11 block | Tb MetRS inh | LMPTP inh | PABP1 MLLE inh | DNMT1 inh | SUMO1-SIM PPI | CSN deneddyl inh | STEP block | NadD block | Scp1 inh
Nc1ncnc2c1ncn2[C@@H]1O[C@H](CNS(=O)(=O)CCCCl)[C@@H](O)[C@H]1O | i | -0.8 | -1.1 | 14 | 8 | 3 | -5 | -2 | -3 | -11
COc1ccc(C(=O)O)c(O)c1 | i | 0.0 | -1.4 | -7 | 0 | 19 | 3 | -1 | -2 | 12
O=C(Cc1ccc(NC(=O)C2CCN(C(=O)C3CCCC3)CC2)cc1)Nc1ccc(C(=O)N2CCOCC2)cc1 | i | -0.5 | -0.6 | 11 | 1 | 4 | -4 | -2 | 1 | -14
COc1ccc(C(C(=O)NCc2ccccc2)N(C(=O)c2snc(C(N)=O)c2N)c2ccccc2OC)cc1OC (stereo not drawn) | i | 0.3 | -0.3 | -11 | -3 | -16 | -3 | 4 | 6 | -7
COc1ccc(NC(=O)C2CCCN(c3c4c(nc5ncnn35)CCC4)C2)cc1 (stereo not drawn) | i | -0.6 | 0.3 | 2 | 7 | -1 | -2 | -1 | 0 | 6
O=C(Nc1ccccc1N1CCOCC1)c1ccc2ccccc2c1 | i | 0.1 | 2.4 | 5 | -2 | -6 | 3 | 2 | -13 | -5
O=C(COC(=O)c1ccccc1NCCO)Nc1ccc(S(=O)(=O)NC2=NCCCCC2)cc1 | i | -0.3 | -1.2 | -56 | 2 | 4 | 2 | -1 | 11 | -2
CCN(CC(=O)Nc1cc(Cl)ccc1C)C(=O)CCc1nc2ccccc2c(=O)[nH]1 | i | 0.1 | -0.1 | -30 | 1 | -2 | 0 | -3 | 4 | 8
CC[C@]12C(=O)N(C)C[C@H]([C@@H]3C(=O)N(Cc4ccccc4)C(=O)[C@@H]31)N2C(=O)c1ccc(F)cc1 | i | -0.3 | -0.8 | 6 | 4 | -2 | -2 | 0 | 1 | -8
Cc1ccccc1C(=O)c1cccn1CC(=O)NCc1ccc(Cl)cc1 | i | -0.3 | 0.5 | -4 | 2 | 0 | 7 | 1 | 8 | -24
COc1cccc(-c2nn(-c3ccccc3)cc2CO)c1 | i | 0.1 | 0.9 | 6 | -8 | -2 | -2 | 0 | -7 | -8
CCc1cc(=O)oc2cc(C)cc(OC(C)C(=O)NCc3ccccn3)c12 (stereo not drawn) | i | -0.1 | -2.8 | 2 | 0 | -4 | 0 | -2 | 8 | -6
CSc1nnc2c(n1)OC(C)N(C(=O)c1ccccc1)c1ccccc1-2 (stereo not drawn) | i | -0.3 | -1.5 | 6 | 2 | -22 | 1 | -2 | -3 | -11
N#CC1(C#N)OC12CCS(=O)(=O)c1ccccc12 (stereo not drawn) | i | -0.2 | -1.0 | -10 | -1 | -7 | 1 | -1 | -4 | -8
Cc1ccc(-c2ccc(C(=O)NCc3ccc(Cl)cc3)o2)c2ccccc12 | i | 0.3 | 1.6 | 9 | 1 | 3 | -3 | 1 | 27* | 9
Nc1nc(SCC(=O)c2ccc(Cl)cc2)c2ncn(C3OC(CO)C(O)C3O)c2n1 (stereo not drawn) | i | 0.2 | -0.9 | 10 | 2 | 3 | 0 | -2 | -2 | -3
Cc1ccc(S(=O)(=O)C2C(=O)N(C)C3(C)CC2c2ccccc2O3)cc1C (stereo not drawn) | i | 0.0 | 0.6 | 10 | 3 | 3 | -5 | 2 | -8 | -18
O=C(O)CSc1c(Cl)c(=O)oc2ccc(Cl)cc12 | i | -0.2 | -0.8 | 6 | 10 | -24 | 1 | 7 | -3 | ·
Cn1c(COc2ccc(Cl)cc2)nnc1SCC(=O)NC1CC1 | i | -0.1 | -3.6 | -71 | 1 | -2 | 0 | -3 | -3 | -8
O=C(OCC(=O)N1CCCc2ccccc21)c1ccc(F)c(S(=O)(=O)N2CCOCC2)c1 | i | -0.3 | 0.5 | 4 | 0 | -1 | -1 | 0 | -5 | -1
O=C(NCCCCNC(=O)c1ccc(Cl)s1)c1ccc(Cl)s1 | i | 4.2 | -3.8 | 5 | -3 | 0 | -3 | -5 | -3 | -8
COc1ccccc1NS(=O)(=O)c1cc(NC(=O)c2ccc3c(c2)OCCO3)ccc1C | i | -0.2 | 1.5 | 1 | -11 | 10 | 5 | -5 | -1 | 5
CCc1nnc(NC(=O)C2CCCN2C(=O)Nc2ccc(Cl)cc2)s1 (stereo not drawn) | i | -0.2 | 0.3 | 6 | 0 | 7 | -2 | -1 | 1 | -5
COc1cc(C(=O)NCCC2=CCCCC2)ccc1OCc1c(C)noc1C | i | -0.3 | -1.3 | 10 | 3 | 2 | -1 | 3 | -3 | 10
CC1(C)CC(=O)C=C(Nc2ccc(C(=O)O)cc2)C1 | i | 0.2 | 0.5 | 0 | -2 | 6 | 2 | 0 | -1 | -6
COCCNC(=S)N1CCC(NC(=O)Nc2ccc(C)cc2)CC1 | i | 0.2 | -0.3 | -129 | 3 | -1 | -10 | -2 | 3 | -11
O=C(c1cccc([N+](=O)[O-])c1)N1CCCC(C(=O)N2CCN(c3ccccc3)CC2)C1 (stereo not drawn) | i | -0.4 | -0.4 | 0 | 0 | -14 | -5 | 0 | 0 | -10
Oc1ccc(C[C@H]2CNC(=S)N2C[C@H]2CCCN2C[C@H](Cc2ccccc2)N2C[C@H](Cc3ccc(O)cc3)N(CC3CCCCCC3)C2=S)cc1 | i | 0.1 | 4.6 | 27 | -34 | 5 | -2 | 5 | 43* | ·
Cc1nonc1NC(=O)CSc1nc(C2CCCCC2)nc2ccccc12 | i | -0.1 | 0.6 | 31 | 0 | -9 | 3 | 17 | 3 | -20
Cc1ccc(NS(=O)(=O)c2ccc(-c3ccc(=O)[nH]n3)o2)cc1Cl | i | -0.4 | 0.3 | -3 | 0 | -14 | 0 | -5 | -7 | 13
COc1cc(Cl)ccc1OCc1cc(C(=O)N(C)Cc2nnc(C)o2)no1 | i | -0.3 | -0.2 | -3 | 1 | 3 | -1 | 2 | -3 | -7
O=C(C1CCC(=O)N(C2CC2)C1)N1CCC(Oc2cccc(F)c2)CC1 (stereo not drawn) | i | -0.9 | -1.8 | 2 | 3 | -2 | 9 | -2 | -2 | 18
CCCn1c(=O)c2c(nc3n2CCCN3Cc2ccccc2)n(C)c1=O | i | -2.1 | -0.1 | 6 | 0 | 2 | -3 | -2 | -3 | 2
O=C(NCc1ccccc1)C(Cc1ccccc1)N1C(=O)C2C3CCC(C3)C2C1=O (stereo not drawn) | i | 0.0 | -0.6 | 7 | 2 | -1 | -3 | -1 | 1 | 0
COc1ccc(-c2nnc(SCC(=O)Nc3ccc(C)cc3)n2C)cc1 | i | -0.5 | -0.4 | -2 | 1 | 2 | 0 | -3 | -5 | -1
COC(=O)CCCNC(=O)c1ccc(OS(=O)(=O)c2cc([N+](=O)[O-])ccc2C)cc1 | i | -0.4 | 0.8 | -5 | 1 | -36 | -4 | 2 | -1 | 5
CC(=O)N1CCN2C(=O)C1CCCC(=O)c1cc(C3CCCCC3)ccc12 (stereo not drawn) | i | 0.0 | 0.5 | -11 | 3 | -3 | -1 | 3 | -2 | 1
COCCNc1c(-c2ccc(OC)c(OC)c2)nc2ccc(Cl)cn12 | i | 2.5 | 0.2 | -6 | 0 | -15 | 2 | 2 | -1 | 1
COc1ccc(C(=O)C2CCCN(Cc3cc(Cl)ccc3O)C2)c(OC)c1 (stereo not drawn) | i | 0.2 | -0.2 | 8 | -1 | 2 | 2 | -2 | -4 | -3
OCC1CCCCN1C(=S)Nc1ccc(Cl)cc1Cl (stereo not drawn) | i | -0.9 | 0.8 | 22 | -4 | 1 | 14 | 1 | -4 | 2
COc1ccc(-c2cc(C(=O)N3CCN(c4ncccn4)CC3)c3ccccc3n2)cc1OC | i | -0.1 | 0.6 | -52 | 2 | -10 | 1 | 2 | 7 | 2
CN1CCN(CCc2nc3cc(NC(=O)COc4ccccc4)ccc3n2C)CC1 | i | 0.2 | 1.4 | 5 | 2 | -2 | 1 | -3 | -1 | -4
COc1ccc(C)cc1NC(=O)CNC(c1ccccc1)c1ccc(C)cc1 (stereo not drawn) | i | 0.1 | 5.2 | -5 | 1 | 4 | 4 | 2 | 2 | -10
O=[N+]([O-])c1cccnc1N1CCC(c2cc(-c3cccc(C(F)(F)F)c3)n[nH]2)CC1 | i | 0.6 | 5.6 | -7 | -17 | -15 | -7 | -2 | -11 | -2
COc1ccc(C)cc1S(=O)(=O)N(CC(=O)N1CCOCC1)c1cc(C)cc(C)c1 | i | 0.1 | -1.0 | -8 | 2 | 8 | 0 | -3 | -4 | -5
Cc1ccc(CNC(=O)c2csc3c2CCCCC3)cc1 | i | -0.8 | 1.9 | 9 | 0 | 7 | -2 | -1 | -2 | -7
Cc1ccc(OCc2ccc(C(=O)NN)o2)cc1C | i | 0.4 | 0.1 | -52 | 1 | -5 | -4 | 4 | 5 | -4
COc1cccc(C(=O)Nc2ccc(C(=O)c3ccccc3)cc2)c1 | i | -0.3 | 0.6 | -5 | -6 | 3 | -1 | -2 | -5 | -16
COc1ccc2nc(CNC(=O)C3CCC(=O)N(CCc4ccccc4)C3)[nH]c2c1 (stereo not drawn) | i | -0.2 | -0.6 | -8 | -15 | -4 | -1 | -2 | -9 | 2
O=C(Nc1ccnn1C1CCN(Cc2ccc(F)cc2)CC1)C1CC1 | i | -0.1 | -1.3 | -9 | 2 | 3 | 3 | -2 | -4 | 1

Random excerpt: 3 compounds from above
SMILES | Rpn11 block | Tb MetRS inh | LMPTP inh | PABP1 MLLE inh | DNMT1 inh | SUMO1-SIM PPI | CSN deneddyl inh | STEP block | NadD block | Scp1 inh
CN1CCN(CCc2nc3cc(NC(=O)COc4ccccc4)ccc3n2C)CC1 | i | 0.2 | 1.4 | 5 | 2 | -2 | 1 | -3 | -1 | -4
COc1ccc(-c2cc(C(=O)N3CCN(c4ncccn4)CC3)c3ccccc3n2)cc1OC | i | -0.1 | 0.6 | -52 | 2 | -10 | 1 | 2 | 7 | 2
O=[N+]([O-])c1cccnc1N1CCC(c2cc(-c3cccc(C(F)(F)F)c3)n[nH]2)CC1 | i | 0.6 | 5.6 | -7 | -17 | -15 | -7 | -2 | -11 | -2
